Bioassay records as filed in PubChem BioAssay.
Shiga toxin inh: blocks Shiga toxin action in Vero cells | Vero cells, Shiga toxin protein synthesis inhibition reporter | inhibition, % at 38.7 µM | actives 9.2% (n = 290,000) | AID 2315; in the data active = inhibition mostly above about 28%, no sharp cut-off; inactive = mostly below about 43%; also: 0% is about no effect
CHX counter: counter-screen for Shiga toxin inhibitors: cycloheximide protein synthesis inhibition; cell reporter, cycloheximide protein synthesis inhibition counterscreen; actives 12% (n = 300,000); max response, %; in the data active = max response mostly above about 13%, no sharp cut-off; inactive = mostly below about 14%; also: read at 38.3 µM for the half of the compounds with a filed dose; 0% is about no effect
HCMV inh: blocks human cytomegalovirus replication; actives 4.5% (n = 410,000); AID 1259415; activity change, negative = inhibition, % at 57.5 µM; HFF cells, HCMV-luciferase reporter, 72 h; hits give low values; in the data active = activity change below about -60%; inconclusive = no clear call, values can overlap the other calls; inactive = above about -39%; also: % is scaled to controls: 0 for no effect and ±100 for the full control effect
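Cell-based, HFFs, 1000 cells/well, 16 h 37C; cpds in DMSO + HCMV-luc, MOI 1 PFU/cell; 72 h 37C; OneGlo luminescence after 5 min RT; norm. to buffer vs Salinomycin 10uM.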
AmpC inh no detg: AmpC beta-lactamase inhibition without detergent; P00811; actives 0.52% (n = 330,000); Potency, µM (top dose mostly 57.1 µM), without a hit: at the top dose activity change, negative = inhibition, most hits filed as inhibitors; AmpC nitrocefin hydrolysis, absorbance 480 nm, 0.0001% Triton;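 also: potency is read from the fitted curve at half-maximal effect; plate controls were no compound for no effect and no enzyme for full effect; nearly all actives have a fitted effect of over 20% in size; some results filed as inactive show a strong effect at the top dose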
Target sequence (P00811 whole entry, looked up): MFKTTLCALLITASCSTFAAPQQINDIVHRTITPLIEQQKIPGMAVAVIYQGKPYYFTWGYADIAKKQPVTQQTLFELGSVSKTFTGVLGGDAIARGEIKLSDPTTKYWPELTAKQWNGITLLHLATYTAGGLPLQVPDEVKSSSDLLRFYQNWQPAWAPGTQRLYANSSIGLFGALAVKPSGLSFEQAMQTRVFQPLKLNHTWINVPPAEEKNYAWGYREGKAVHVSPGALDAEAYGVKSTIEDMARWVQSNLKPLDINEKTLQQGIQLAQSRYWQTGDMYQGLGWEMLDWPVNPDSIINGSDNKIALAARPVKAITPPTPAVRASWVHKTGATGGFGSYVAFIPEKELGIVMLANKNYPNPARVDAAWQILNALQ
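AmpC (5.3 nM in the dispensed reagent) in 20 mM phosphate pH 7.0 with 0.01% (detergent screen) or 0.0001% Triton X-100 was preincubated with compounds for 15 min at room temperature. Nitrocefin was then added from an 800 uM solution, and hydrolysis was followed at 480 nm.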
AMA1-RON2 inh: disrupts binding of P. falciparum AMA1 to RON2; AID 720542; AlphaScreen AMA1-biotinylated RON2 peptide binding; actives 0.2% (n = 360,000); Potency, µM (series often up to 58.2 µM), for inactives: top-dose activity change, negative = inhibition, actives largely listed as inhibitors;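 also: potency is read from the fitted curve at half-maximal effect; 0% = vehicle wells and -100% = peptide control; nearly all actives have a fitted effect of over 45% in size; some results filed as inactive show a strong effect at the top dose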
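AMA1 (3D7) with his tag at 25 nM final met compounds first, then biotinylated RON2 peptide at 25 nM; detection used donor plus acceptor beads, 10 µg/mL apiece, read by AlphaScreen after 30 min at room temperature.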
Giardia FBPA inh: blocks Giardia fructose-bisphosphate aldolase activity; purified Giardia FBPA; Potency, µM (highest dose often 59.6 µM), inactives show top-dose activity, negative = inhibition, hits mostly inhibitors; actives 0.71% (n = 290,000); also: potency is read from the fitted curve at half-maximal effect; % is scaled to controls: 0 for no effect and ±100 for the full control effect; nearly all actives have a fitted effect of over 55% in size
Target sequence (A8B2U2 whole entry, looked up): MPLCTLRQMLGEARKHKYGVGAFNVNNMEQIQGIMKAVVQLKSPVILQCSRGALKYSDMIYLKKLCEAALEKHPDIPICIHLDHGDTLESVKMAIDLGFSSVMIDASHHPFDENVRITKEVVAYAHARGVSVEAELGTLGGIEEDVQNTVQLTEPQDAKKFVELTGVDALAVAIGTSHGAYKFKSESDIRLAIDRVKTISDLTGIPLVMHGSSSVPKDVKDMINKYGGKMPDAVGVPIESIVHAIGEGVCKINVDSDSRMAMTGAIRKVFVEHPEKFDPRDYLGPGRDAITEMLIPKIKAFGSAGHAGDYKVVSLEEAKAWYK
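Giardia FBPA (40 nM reagent) was preincubated 10 min at RT with compound (up to 57.5 uM final), then substrate plus GAPDH/TPI/NAD/arsenate coupling system with diaphorase/resazurin was added; resorufin fluorescence (525/598 nm) was read after 20 min.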
AmpC detergent: blocks E. coli AmpC beta-lactamase in detergent assay. P00811. AmpC hydrolysis of nitrocefin, absorbance 480 nm, 0.01% Triton. Potency, µM (series often up to 114 µM), inactives show at the top dose activity change, negative = inhibition, hits mostly inhibitors. actives 0.041% (n = 370,000);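 also: potency is read from the fitted curve at half-maximal effect; 0% = no-compound wells and -100% = no-enzyme wells; nearly all actives have a fitted effect of over 25% in size; some results filed as inactive show a strong effect at the top dose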
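AmpC (5.3 nM in the dispensed reagent) in 20 mM phosphate pH 7.0 with 0.01% (detergent screen) or 0.0001% Triton X-100 was preincubated with compounds for 15 min at room temperature. Nitrocefin was then added from an 800 uM solution, and hydrolysis was followed at 480 nm.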
* hit, by the source's call; ? = inconclusive; . = no result given; & = joins results of further samples; [ ] = remark or other dose. Unless noted, calls follow the shape of the dose curve; as a rule, active = well fitted curve in the direction sought with a large enough effect; inconclusive = small, poorly fitted or top-dose-only effect, or another doubt; inactive = no such curve, though single readings can be large; an effect the other way counts as inactive or inconclusive.

1	CC[C@@]1(c2ccccc2OC)ON(c2ccccc2C(F)(F)F)C1=O
2	CC1(C)CC(=O)C/C(=N/NC(=O)c2ccc(-c3ccccc3)cc2)C1
3	O=C(CN1C(=O)NC2(CCCC2)C1=O)Nc1ccc(F)c(Cl)c1
4	O=S(=O)(NCc1csc(-c2cccnc2)n1)c1ccc(Br)cc1
5	O=S(=O)(/N=C(/Nc1cc(N2CCOCC2)ncn1)c1ccc(F)cc1)c1ccccc1
6	Cc1ccc(N(C)S(=O)(=O)c2cc3c(cc2C)NC(=O)CO3)cc1
7	COc1cc(CNCCc2ccc(S(N)(=O)=O)cc2)ccc1OCC(=O)NC(C)(C)C
8	Cc1ccc(-c2nnc(NC(=O)c3ccco3)s2)cc1
Screen / compound no.	1	2	3	4	5	6	7	8
Shiga toxin inh	.	6	-8	-15	-6	-6	-3	96*
CHX counter	.	1	0	-2	-1	-1	1	28*
HCMV inh	?	?	30	-12	-13&10	-9	-14	55
AmpC inh no detg	-13%	-15%[11.4 µM]	-9%	-20%	-3%	-18%	-39%	-14%
AMA1-RON2 inh	5%	69%[activator]	3%	-12%	12%&9%	11%	11%[11.6 µM]	3%
Giardia FBPA inh	.	-5%	5%	-1%	-1%	8%	-7%	11%
AmpC detergent	1%	?	-1%	2%	-8%	-16%	-15%	4%

Structures above with fluorine, in the order listed:
1	CC[C@@]1(c2ccccc2OC)ON(c2ccccc2C(F)(F)F)C1=O
3	O=C(CN1C(=O)NC2(CCCC2)C1=O)Nc1ccc(F)c(Cl)c1
5	O=S(=O)(/N=C(/Nc1cc(N2CCOCC2)ncn1)c1ccc(F)cc1)c1ccccc1
Screen / compound no.	1	3	5
Shiga toxin inh	.	-8	-6
CHX counter	.	0	-1
HCMV inh	?	30	-13&10
AmpC inh no detg	-13%	-9%	-3%
AMA1-RON2 inh	5%	3%	12%&9%
Giardia FBPA inh	.	5%	-1%
AmpC detergent	1%	-1%	-8%

Additional entries.
9	CCNC(=S)N1CCn2c(nc3ccccc32)C1
10	Cn1c(=O)c2c(SCC(=O)N3CCOCC3)nc(C3CCCCC3)nc2n(C)c1=O
11	COC(=O)c1cc(C(=O)OC)n(Cc2ccc(Br)cc2)n1
12	CN(Cc1cn(C)nc1-c1ccccc1F)CC1CCN(Cc2ccccc2)CC1
13	Cc1csc(=O)n1CC(=O)Nc1ccc(Cl)cc1F
14	CCCCn1c(N)c(N(CCOC)C(=O)COC(=O)C(C)Oc2ccc(Cl)cc2)c(=O)[nH]c1=O (stereo not given)
15	COc1ccc(C)cc1NC(=O)CN(c1ccccc1F)S(C)(=O)=O
16	COCCn1cnc2c1c(=O)n(CC(=O)c1ccc3c(c1)OCCO3)c(=O)n2Cc1ccccc1
Screen / compound no.	9	10	11	12	13	14	15	16
Shiga toxin inh	13	-12	22	-10	.	.	3	19
CHX counter	6	-1	20	1	.	.	-2	9.7*
HCMV inh	19	.	15	0	-6	-22	107	-26
AmpC inh no detg	-3%	-7%	-7%	-3%	-21%	141%[activator]	0%	-17%
AMA1-RON2 inh	0%	.	0%	7%	-2%	-8%	7%	11%
Giardia FBPA inh	-2%	9%	2%	1%	.	.	0%	-1%
AmpC detergent	-2%	-2%	-4%	0%	6%	?	-6%	-8%

Rewritten with values under each structure: 2 of the compounds above.
Values run as follows: Shiga toxin inh, CHX counter, HCMV inh, AmpC inh no detg, AMA1-RON2 inh, Giardia FBPA inh, AmpC detergent
12: CN(Cc1cn(C)nc1-c1ccccc1F)CC1CCN(Cc2ccccc2)CC1
→ -10, 1, 0, -3%, 7%, 1%, 0%
13: Cc1csc(=O)n1CC(=O)Nc1ccc(Cl)cc1F
→ ., ., -6, -21%, -2%, ., 6%

Next results follow.
17	COC(=O)c1ccc(N2C(=O)CC(N(C)Cc3ccccc3)C2=O)cc1 (stereo not given)
18	COC(=O)[C@]1(Cc2ccccc2)N[C@H](CN(C)C(=O)Nc2ccc(C)cc2)[C@@H]2C(=O)N(C)C(=O)[C@@H]21
19	O=C(COc1ccc(S(=O)(=O)Nc2ccccc2)cc1)NCc1ccncc1
20	Cc1ccc(S(=O)(=O)Cn2nnnc2C(C(C)C)N2CCC(C(N)=O)CC2)cc1 (stereo not given)
21	Cc1nn(-c2cccc(Cl)c2)nc1C(=O)Nc1cccc(C(=O)NC2CC2)c1
22	COc1ccc(C2=CSC3=NCCN23)cc1F
Screen / compound no.	17	18	19	20	21	22
Shiga toxin inh	-11	.	15	7	.	-13
CHX counter	1	.	9	-5	.	-3
HCMV inh	-15	13	?	-32	4	12
AmpC inh no detg	-24%	71%[activator]	-7%[2.29 µM]	29%	-24%	-25%
AMA1-RON2 inh	-4%	1%	2%	8%	-10%	-3%
Giardia FBPA inh	5%	.	8%	-3%	.	-16%
AmpC detergent	-3%	.	-4%	-3%	-15%	?

No new results follow: 4 of the compounds above.
1	CC[C@@]1(c2ccccc2OC)ON(c2ccccc2C(F)(F)F)C1=O
2	CC1(C)CC(=O)C/C(=N/NC(=O)c2ccc(-c3ccccc3)cc2)C1
3	O=C(CN1C(=O)NC2(CCCC2)C1=O)Nc1ccc(F)c(Cl)c1
4	O=S(=O)(NCc1csc(-c2cccnc2)n1)c1ccc(Br)cc1
Screen / compound no.	1	2	3	4
Shiga toxin inh	.	6	-8	-15
CHX counter	.	1	0	-2
HCMV inh	?	?	30	-12
AmpC inh no detg	-13%	-15%[11.4 µM]	-9%	-20%
AMA1-RON2 inh	5%	69%[activator]	3%	-12%
Giardia FBPA inh	.	-5%	5%	-1%
AmpC detergent	1%	?	-1%	2%
